Compound activity as filed in PubChem BioAssay.
Growth percent in the NCI-60 one-dose screen (48 h, 10 µM unless noted): 100 = growth as untreated, 0 = no growth, -100 = all killed.
IGROV1: IGROV1 ovarian cancer; actives 4.7% (n = 79,000)
OVCAR-5: OVCAR-5 ovarian cancer. actives 2.9% (n = 82,000). AID 1794783
OVCAR-8: OVCAR-8 ovarian cancer; actives 4.4% (n = 81,000)
SK-OV-3: SK-OV-3 ovarian cancer cells. actives 3.2% (n = 80,000)
NCI-H23: NCI-H23 lung cancer. actives 4% (n = 80,000)
OVCAR-3: OVCAR-3 ovarian cancer; actives 7% (n = 79,000)
NCI-H522: NCI-H522 lung cancer | actives 8% (n = 78,000)
NCI/ADR-RES: NCI/ADR-RES ovarian cells; actives 4.4% (n = 81,000); AID 1794790
OVCAR-4: OVCAR-4 ovarian cancer cells; AID 1794784; actives 3.7% (n = 80,000)
* marks the source's active call; other numbers are inactive results; / = not tested or not shown; & = joins results of further samples. Rule for the calls: active = growth percent below 10; inactive = the rest.

Each structure is followed by: IGROV1	OVCAR-5	OVCAR-8	SK-OV-3	NCI-H23	OVCAR-3	NCI-H522	NCI/ADR-RES	OVCAR-4
1) C=C(C)C1CC[C@]2(C(=O)NCCCCN)CC[C@]3(C)C(=CC[C@@H]4[C@@]5(C)C[C@@H](CC#CC#CC[C@@H]6C[C@]7(C)[C@H]8CC=C9[C@H]%10C(C(=C)C)CC[C@]%10(C(=O)NCCCCN)CC[C@@]9(C)[C@]8(C)CC[C@H]7C(C)(C)[C@H]6OC(C)=O)[C@H](OC(C)=O)C(C)(C)[C@@H]5CC[C@]43C)[C@@H]12 (some centres undefined)
    96.3	109.8	105.0	103.0	101.2	100.6	90.0	95.8	108.5
2) COc1ccc([C@@H]2c3[nH]c4ccccc4c3C[C@H]3C(=O)N(C4CCN(Cc5c(Cl)cccc5Cl)CC4)CC(=O)N23)c(OC)c1
    71.9	94.8	96.1	116.9	103.8	105.4	86.3	90.2	95.1
3) Cc1ccc(-c2csc3nc(-n4nc(C)cc4C)cn23)cc1
    107.0	112.8	96.1	100.8	93.3	115.0	91.8	98.5	97.8
4) C#CCSc1ncnc2nc[nH]c12
    /	108.8	97.2	/	111.1	123.9	84.0	108.7	101.7
5) CC1=C(NCCN2CCCC2)C(=O)c2c(OCc3ccc(F)c(Cl)c3)cccc2C1=O
    67.6	72.7	74.8	93.7	69.8	84.0	76.0	75.2	70.5
6) CC(C)(C)OC(=O)N1C/C(=C\c2cccs2)C(=O)/C(=C/c2cccs2)C1
    83.0	109.0	87.8	90.1	96.3	103.8	79.5	96.3	82.2
7) CCC(C(C)=O)(c1ccccc1)c1ccccc1
    106.8	97.9	111.4	108.0	99.9	102.3	91.9	101.5	106.0
8) O=C(CN1CCN(c2cc3c(cc2F)c(=O)c(C(=O)O)cn3C2CC2)CC1)Nc1nc(-c2ccccc2)cs1
    84.7	97.7	52.1	93.9	86.4	90.3	75.5	92.7	97.5
9) COC(=O)Cc1nc(C#N)c(N(C)C)o1
    103.3	94.7	101.1	92.7	95.4	109.5	90.3	101.0	107.4
10) CCN(CC)CCCNC(c1ccccc1)C(O)c1ccccc1 (centres undefined)
    103.5	95.8	107.6	108.6	95.2	110.3	88.0	98.6	112.3
11) COc1c(NC(C)=O)c2c(c([N+](=O)[O-])c1OC)C(=O)OC2
    109.5	113.6	105.5	100.9	114.8	107.7	95.4	114.1	/
12) COc1ccc(NC(=O)c2ccc3c(c2)NC(=O)[C@@H]2CCCN32)cc1
    105.7	103.5	104.1	107.8	90.3	92.7	80.1	94.6	90.5
13) N#Cc1nc2c(S(=O)(=O)c3ccc(Cl)cc3)c(N)n(Nc3cccc(Cl)c3)c2nc1C#N
    /	68.4	24.0	50.2	44.7	59.4	57.3	79.6	42.6
14) O=C1Nc2nc3ccccn3c2C(=O)[C@H](CCCCNC(=O)OCc2ccccc2)N1
    107.3	105.2	90.9	96.6	101.4	108.7	82.1	101.3	99.4
15) CCCCCc1cc(O)cc2c1Oc1cc(O)cc(C(=O)CCCC)c1C(=O)O2
    92.4	115.8	71.2	116.2	84.2	89.7	72.6	101.7	80.2
16) CN=C(N)N/N=C(\C)c1ccc2c(c1)Cc1cc(/C(C)=N/NC(N)=NC)ccc1-2
    26.5	-44.4*	-53.5*	-80.8*	-56.6*	-59.6*	-35.0*	64.8	-69.1*
17) Cc1cccc(/C=C/c2c(C(=O)c3ccccc3)c(=O)[nH]c3ccccc23)c1
    100.8	87.5	96.1	98.4	102.0	112.9	79.1	110.6	92.7
18) COC(=O)c1ccc(C)nc1
    121.8	101.1	110.6	100.8	93.8	123.7	96.3	104.8	126.8
19) Brc1ccc(C2=Nn3c(nnc3-c3ccccc3)SC2)cc1
    105.2	101.8	105.2	109.5	104.5	/	99.3	94.3	105.1
20) COc1c(F)ccc(C(=O)Nc2ccc3nc(NC(=O)C4CCCN(S(=O)(=O)c5cccc(Br)c5)C4)sc3c2)c1F (centres undefined)
    86.8	104.4	103.8	111.7	96.3	106.3	78.9	85.3	73.6

Other compounds follow.
Each structure is followed by: IGROV1	OVCAR-5	OVCAR-8	SK-OV-3	NCI-H23	OVCAR-3	NCI-H522	NCI/ADR-RES	OVCAR-4
21) CC(=O)c1c(C)[nH]c(-c2nc3ccc(N4CCN(C)CC4)cc3[nH]2)c1-c1ccc2c(c1)OCCO2
    23.0	46.4	48.2	28.7	50.1	46.0	48.7	53.0	43.0
22) COc1cc2nn(-c3ccccc3N)nc2cc1OC
    89.0	99.6	97.1	101.7	94.3	112.4	100.4	97.9	97.7
23) O=[N+]([O-])CC(O)c1ccccc1 (centres undefined)
    112.2	95.7	97.7	117.8	93.1	121.1	97.3	100.6	93.8
24) COc1ccc(/C=C2\Oc3ccc(O)c(O)c3C2=O)cc1
    105.3	96.2	103.6	97.3	98.7	106.3	90.0	106.4	102.8
25) OC1C(O)C(O)C(O)C(O)C1O (centres undefined)
    107.0&101.9	104.1&110.1	107.4&105.5	99.6&105.5	106.9&102.2	108.7&121.2	107.9&101.0	108.7&103.8	101.0&108.5
26) O=C(Cc1n[nH]c(=S)nc1CC(=O)c1ccccc1)c1ccccc1
    96.2	83.9	101.5	113.7	104.8	111.7	98.8	95.1	127.1
27) N#C/C(=C/c1ccco1)C(=O)O
    112.4	113.2	108.2	104.2	103.9	140.4	86.2	109.3	109.1
28) CCCCNC(C)c1ccccc1 (centres undefined)
    117.5	112.1	80.4	108.7	100.7	/	86.6	109.4	85.5
29) O=C(NCc1cccc(C(F)(F)F)c1)[C@H](CCC(=O)N1CCN(C2CCCCC2)CC1)N1C(=O)[C@@H](N2C(=O)OC[C@@H]2c2ccccc2)[C@H]1/C(Cl)=C/c1ccccc1
    36.8	87.0	64.3	56.0	68.4	47.6	33.7	35.7	51.6
30) O=C(Nc1ccc(F)cc1)c1cc([N+](=O)[O-])ccc1O
    66.3	86.1	76.2	84.0	50.1	56.1	15.3	72.9	70.5
31) NC1C=C(O)N=C2SCN(C(c3ccccc3)c3nc4ncncc4[nH]3)CN21 (centres undefined)
    107.7	111.8	/	112.7	108.3	108.2	97.1	110.3	101.4
32) CCCCOc1ccc(C(=O)OCC(CC)NCCC)cc1N (centres undefined)
    /	89.9	103.3	91.3	98.4	102.7	93.4	91.7	110.1
33) O=C(Nc1cccc(Cl)c1)Nc1cc(C(F)(F)F)ccc1Cl
    14.3	44.2	15.2	9.3*	-12.3*	18.9	-26.9*	2.2*	11.6
34) Nc1nc(N)c2cc([N+](=O)[O-])ccc2n1
    96.6&73.1	97.1&97.7	93.9&101.9	110.2&107.1	86.8&102.2	109.2&108.8	87.9&89.8	94.8&103.2	97.8
35) CCCCN(CCCC)C(C)CO (centres undefined)
    113.4	102.9	99.7	100.6	93.2	109.6	96.5	97.2	100.2
36) CC1CN(CCNC(=O)n2cc(-c3ccncc3)c(-c3ccc(Cl)c(O)c3)n2)CC(C)O1 (centres undefined)
    109.3	115.4	102.2	116.2	113.5	108.2	91.3	99.1	139.4
37) COc1cc(C2CC(c3ccc(Cl)cc3)=NN2C(C)=O)ccc1Oc1ccnc2cc(Cl)ccc12 (centres undefined)
    58.1	81.2	26.8	18.4	64.1	24.0	40.9	53.2	-23.8*
38) CN(C)CCOC1(Cc2ccc(F)cc2)CCC(C(C)(C)C)CC1 (centres undefined)
    108.3	93.0	89.4	82.2	98.8	114.7	97.8	99.7	97.2
39) CC(=O)Nc1cc(=O)c2cccnc2[nH]1
    /	106.5	103.5	112.4	106.7	113.5	121.1	116.5	118.4
40) COc1ccc(NC(=O)/C=C/c2ccc(NC(=O)N3CCCC3)cc2)cn1
    105.2	113.0	100.7	101.1	105.1	103.1	95.9	106.6	100.8

Structures listed so far containing bromine (2):
Each structure is followed by: IGROV1	OVCAR-5	OVCAR-8	SK-OV-3	NCI-H23	OVCAR-3	NCI-H522	NCI/ADR-RES	OVCAR-4
19) Brc1ccc(C2=Nn3c(nnc3-c3ccccc3)SC2)cc1
    105.2	101.8	105.2	109.5	104.5	/	99.3	94.3	105.1
20) COc1c(F)ccc(C(=O)Nc2ccc3nc(NC(=O)C4CCCN(S(=O)(=O)c5cccc(Br)c5)C4)sc3c2)c1F (centres undefined)
    86.8	104.4	103.8	111.7	96.3	106.3	78.9	85.3	73.6

Some of these compounds in order of heavy-atom count, low to high.
Each structure is followed by: IGROV1	OVCAR-5	OVCAR-8	SK-OV-3	NCI-H23	OVCAR-3	NCI-H522	NCI/ADR-RES	OVCAR-4
25) OC1C(O)C(O)C(O)C(O)C1O (centres undefined)
    107.0&101.9	104.1&110.1	107.4&105.5	99.6&105.5	106.9&102.2	108.7&121.2	107.9&101.0	108.7&103.8	101.0&108.5
28) CCCCNC(C)c1ccccc1 (centres undefined)
    117.5	112.1	80.4	108.7	100.7	/	86.6	109.4	85.5
34) Nc1nc(N)c2cc([N+](=O)[O-])ccc2n1
    96.6&73.1	97.1&97.7	93.9&101.9	110.2&107.1	86.8&102.2	109.2&108.8	87.9&89.8	94.8&103.2	97.8
30) O=C(Nc1ccc(F)cc1)c1cc([N+](=O)[O-])ccc1O
    66.3	86.1	76.2	84.0	50.1	56.1	15.3	72.9	70.5
24) COc1ccc(/C=C2\Oc3ccc(O)c(O)c3C2=O)cc1
    105.3	96.2	103.6	97.3	98.7	106.3	90.0	106.4	102.8
33) O=C(Nc1cccc(Cl)c1)Nc1cc(C(F)(F)F)ccc1Cl
    14.3	44.2	15.2	9.3*	-12.3*	18.9	-26.9*	2.2*	11.6
32) CCCCOc1ccc(C(=O)OCC(CC)NCCC)cc1N (centres undefined)
    /	89.9	103.3	91.3	98.4	102.7	93.4	91.7	110.1
38) CN(C)CCOC1(Cc2ccc(F)cc2)CCC(C(C)(C)C)CC1 (centres undefined)
    108.3	93.0	89.4	82.2	98.8	114.7	97.8	99.7	97.2
26) O=C(Cc1n[nH]c(=S)nc1CC(=O)c1ccccc1)c1ccccc1
    96.2	83.9	101.5	113.7	104.8	111.7	98.8	95.1	127.1
40) COc1ccc(NC(=O)/C=C/c2ccc(NC(=O)N3CCCC3)cc2)cn1
    105.2	113.0	100.7	101.1	105.1	103.1	95.9	106.6	100.8
31) NC1C=C(O)N=C2SCN(C(c3ccccc3)c3nc4ncncc4[nH]3)CN21 (centres undefined)
    107.7	111.8	/	112.7	108.3	108.2	97.1	110.3	101.4
21) CC(=O)c1c(C)[nH]c(-c2nc3ccc(N4CCN(C)CC4)cc3[nH]2)c1-c1ccc2c(c1)OCCO2
    23.0	46.4	48.2	28.7	50.1	46.0	48.7	53.0	43.0
29) O=C(NCc1cccc(C(F)(F)F)c1)[C@H](CCC(=O)N1CCN(C2CCCCC2)CC1)N1C(=O)[C@@H](N2C(=O)OC[C@@H]2c2ccccc2)[C@H]1/C(Cl)=C/c1ccccc1
    36.8	87.0	64.3	56.0	68.4	47.6	33.7	35.7	51.6

Going on with the list.
Each structure is followed by: IGROV1	OVCAR-5	OVCAR-8	SK-OV-3	NCI-H23	OVCAR-3	NCI-H522	NCI/ADR-RES	OVCAR-4
41) COC1=NC2=NCCN2C(OC)=N1
    105.9	95.0	107.3	111.5	110.3	114.7	100.2	105.9	104.6
42) Cc1nc2c(=O)[nH]c(=O)[nH]c2c(=O)[nH]1
    99.0	106.4	106.5	107.4	109.2	110.3	90.3	103.1	107.9
43) CC(=O)n1cc(-c2c[nH]c3ccccc23)c(-c2ccc(Br)cc2)n1
    60.1	89.0	84.3	95.0	76.9	74.0	91.5	87.1	55.4
44) CCCCCCCCCCC[C@@H](C[C@H]1OC(=O)[C@H]1CCCCCC)OC(=O)[C@@H](CC(C)C)NC=O
    60.3	94.4	62.9	88.1	70.1	69.0	59.9	37.5	/
45) O=C(CSc1nccc(Nc2ccc(S(=O)(=O)Nc3nccs3)cc2)n1)c1ccccc1
    101.1	108.8	96.5	97.5	100.4	103.5	91.9	104.2	96.1
46) ClC1(Cl)C2CCCCCCC21 (centres undefined)
    107.5	116.2	122.6	118.5	107.0	119.9	84.5	/	109.1
47) Cc1c(C(=O)NCCc2ccc(N3CCC[C@H]3C)cc2)[nH]c2ccc(Cl)cc2c1=O
    80.0	108.3	77.4	86.9	49.0	75.3	62.0	82.3	57.0
48) CCCS(=O)(=O)Nc1ccc(F)c(C(=O)c2c[nH]c3ncc(-c4ccc(OCCCC5CCCCN5)nc4)cc23)c1F (centres undefined)
    31.7	78.1	88.9	11.6	80.7	89.6	59.5	100.3	83.6
49) C#CCn1cc(C=C2C(=O)NC(=O)NC2=O)c2cc(Cl)ccc21
    82.8	74.3	87.5	112.1	90.5	88.5	71.7	99.8	75.9
50) COc1cccc(C(=O)Cn2cc(/C=C(\C#N)S(=O)(=O)c3ccccc3)c3ccccc32)c1
    /	47.9	89.3	85.0	90.4	103.4	88.0	90.6	95.6
51) C#CCOc1cc(N(CC)CC)ccc1C(C(=O)NC(C)(C)C)N(C(=O)C1CCc2cc(F)ccc2O1)c1ccc(F)cc1 (centres undefined)
    68.2	69.7	52.4	62.4	/	47.9	43.1	56.8	51.0
52) COC(=O)c1cc(OC)c(OC)cc1NC(=O)c1ccoc1COc1ccccc1
    93.7	95.1	101.8	97.0	94.8	113.0	94.3	95.7	102.8
53) CC1(C)CC(=O)C=C(N2CCC(CCCC3CCN(C4=CC(=O)CC(C)(C)C4)CC3)CC2)C1
    94.1	105.1	84.1	101.0	69.7	97.2	78.1	96.0	67.4
